# Luc counter = blocks Kinase-Glo luciferase, a counter-screen artifact | Kinase-Glo luciferase, ATP luminescence, 8 min | Potency, µM (doses to about 38.3 µM), without a hit: at the highest dose activity change, negative = inhibition, actives largely listed as inhibitors | 200,000 tested, 0.28% active; also: potency is read from the fitted curve at half-maximal effect; % is scaled to controls: 0 for no effect and ±100 for the full control effect; nearly all actives have a fitted effect of over 60% in size
#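 Compound is pinned into ATP-containing buffer (10 uM ATP, imidazole pH 7.2, 7 mM MgCl2). Kinase-Glo luciferase reagent is then added. Light output is recorded following an 8-min room-temperature incubation.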
# NPSR antag = neuropeptide S receptor (human) antagonism, cAMP; Q6W5P4; CHO-NPSR cells, cAMP TR-FRET, antagonist mode; Potency, µM (doses to about 38.3 µM), for inactives: top-dose activity change, negative = inhibition, most hits filed as inhibitors; 220,000 tested, 1% active; AID 1461; also: potency is read from the fitted curve at half-maximal effect; % is scaled to controls: 0 for no effect and ±100 for the full control effect; nearly all actives have a fitted effect of over 50% in size; many of its hits are not listed in these tables
# Target sequence (Q6W5P4 whole entry, looked up): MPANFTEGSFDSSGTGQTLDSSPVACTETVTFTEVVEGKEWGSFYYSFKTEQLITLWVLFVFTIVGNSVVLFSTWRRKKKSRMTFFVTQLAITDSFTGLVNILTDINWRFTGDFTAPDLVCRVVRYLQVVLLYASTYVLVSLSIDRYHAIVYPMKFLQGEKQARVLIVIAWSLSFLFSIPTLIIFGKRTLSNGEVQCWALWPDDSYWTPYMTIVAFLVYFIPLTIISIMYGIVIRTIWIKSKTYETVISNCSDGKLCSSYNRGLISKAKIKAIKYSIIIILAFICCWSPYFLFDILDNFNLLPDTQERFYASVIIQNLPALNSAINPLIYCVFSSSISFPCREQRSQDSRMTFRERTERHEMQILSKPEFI
# HTT aggregate = inhibitors of mutant huntingtin aggregate formation in PC12 cells | PC12 HttQ103-GFP aggregates, Acumen cytometry, 40 h | Potency, µM (top dose mostly 46.1 µM), for the others: at the top dose activity change, negative = inhibition, hits mostly inhibitors | 220,000 tested, 1.1% active | AID 1688; also: potency is read from the fitted curve at half-maximal effect; % is scaled to controls: 0 for no effect and ±100 for the full control effect; nearly all actives have a fitted effect of over 60% in size
#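 Using laser scanning cytometry, GFP-positive aggregates were counted after lysis of PC12 cells induced with 100 nM tebufenozide to express HTT exon 1 Q103–GFP. Compounds were tested in titration.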
# IMPase Li inh = membrane-permeable IMPase blocker, potentiated with lithium; CHO-M1 cells, IP1 TR-FRET (IP-One), carbachol + lithium; Potency, µM (highest dose often 59.4 µM), inactives show top-dose activity, negative = IMPase inhibition, hits mostly inhibitors; 210,000 tested, 0.35% active; AID 1457;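 also: IP1 builds up when IMPase is blocked and the TR-FRET signal falls; potency is read from the fitted curve at half-maximal effect; plate controls were basal vehicle for no effect and high inhibitor control for full effect; nearly all actives have a fitted effect of over 50% in size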
#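 Concentration–response in CHO-M1 cells, lithium-potentiated; 30 min at 37C. IP1 detected by competitive TR-FRET after 10 min lysis at RT. Hill-fitted AC50.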
# Epigenetic reg = regulators of epigenetic silencing causing reporter derepression in mouse cells; 280,000 tested, 0.2% active; Potency, µM (top dose mostly 53.9 µM), for inactives: at the top dose GFP activation, actives largely listed as activators; AID 1865; murine LDR cells, GFP reporter derepression, 30 h; also: potency is read from the fitted curve at half-maximal effect; % of control where 0% means no effect; nearly all actives have a fitted effect of over 60% in size
#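 Derepression of a silenced CMV-GFP reporter in murine LDR cells is scored by enumerating GFP-positive cells with a laser-scanning microplate cytometer after 30 hours of treatment at 37 C.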
# L3MBTL1 block = L3MBTL1 (human) inhibition. Q9Y468. AlphaScreen L3MBTL1–H3K9me1 peptide binding. Potency, µM (doses to about 57.1 µM), inactives show at the highest dose activity, negative = inhibition, most hits filed as inhibitors. 230,000 tested, 0.66% active; also: potency is read from the fitted curve at half-maximal effect; % is scaled to controls: 0 for no effect and ±100 for the full control effect; nearly all actives have a fitted effect of over 60% in size
#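 Read-out is AlphaScreen signal from streptavidin donor and nickel chelate acceptor beads (10 ug/mL final each) bridging L3MBTL1 (50 nM) and biotinylated K9-monomethylated H3(1-15) peptide (75 nM), after 30 min compound exposure at room temperature.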
# CBFb RUNX1 block = CBF-beta/RUNX1 interaction disruption. Q01196+Q13951. AlphaScreen CBFb-His/RUNX1-biotin binding, biochemical. Potency, µM (series often up to 59.8 µM), for the others: at the highest dose activity, negative = inhibition, actives largely listed as inhibitors. 230,000 tested, under 10 active. AID 1477; also: % of control where 0% means no effect
# Target sequence (Q01196 whole entry, looked up): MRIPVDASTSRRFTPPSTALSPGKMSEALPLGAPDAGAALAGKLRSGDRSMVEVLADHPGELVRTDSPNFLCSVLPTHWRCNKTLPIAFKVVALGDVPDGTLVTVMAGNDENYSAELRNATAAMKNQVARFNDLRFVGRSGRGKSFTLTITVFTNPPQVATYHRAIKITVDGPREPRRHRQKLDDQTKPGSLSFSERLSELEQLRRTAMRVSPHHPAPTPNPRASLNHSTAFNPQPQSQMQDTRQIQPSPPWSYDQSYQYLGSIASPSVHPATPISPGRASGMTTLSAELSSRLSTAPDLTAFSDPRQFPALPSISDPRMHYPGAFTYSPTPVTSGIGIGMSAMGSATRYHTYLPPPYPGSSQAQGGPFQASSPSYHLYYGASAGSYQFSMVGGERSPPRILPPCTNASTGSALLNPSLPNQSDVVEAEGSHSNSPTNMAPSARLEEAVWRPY
# Target sequence (Q13951 whole entry, looked up): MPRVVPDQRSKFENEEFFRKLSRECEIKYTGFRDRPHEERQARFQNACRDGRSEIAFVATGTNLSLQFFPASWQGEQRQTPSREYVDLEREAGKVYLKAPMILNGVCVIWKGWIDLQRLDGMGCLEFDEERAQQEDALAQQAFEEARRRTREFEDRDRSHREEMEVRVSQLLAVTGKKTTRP
#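 CBFb-His/RUNX1-biotin, 30 nM each, preincubated 20 min RT; compound 15 min RT; Ni + streptavidin beads 50 ng each, 90 min RT; AlphaScreen read.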
# * hit, by the source's call; ? = inconclusive; · = no result given; & = joins results of further samples; [ ] = dose if it differs, or a comment. Calls follow the shape of the dose curve; as a rule, active = well fitted curve in the direction sought with a large enough effect; inconclusive = small, poorly fitted or top-dose-only effect, or another doubt; inactive = no such curve, though single readings can be large; an effect the other way counts as inactive or inconclusive. Some of the compounds tested. The share of hits here may be higher or lower than overall.
1) CC(C)n1c(SCC(=O)N2c3ccccc3Sc3ccccc32)nc2c1c(=O)n(C)c(=O)n2C
2) O=C(CCn1nnc2ccccc21)Nc1nnc(Cc2ccccc2)s1
3) C/C(=N\Nc1nc(N)cc(Cl)n1)c1ccc(F)cc1
4) O=C(NCCCN1CCN(c2cccc(Cl)c2)CC1)c1nc(-c2ccncc2)no1
5) c1ccc(-c2nnc3ccc(N4CCCC4)nn23)cc1
6) OCCC1CN(Cc2cc(F)ccc2-n2cccn2)CCN1Cc1ccc(F)cc1 (configuration not stated)
7) CCC(=O)Nc1cc(C(=O)O)ccc1Sc1ccccc1
8) COc1ccc(C2=NN(C(=O)CCC(=O)O)C(c3cccs3)C2)cc1 (configuration not stated)
9) CCOC(=O)C1=C(C)NC(=O)C1(NC(=O)c1cccnc1)C(F)(F)F (configuration not stated)
10) Cc1cc(Nc2ccccc2)n(-c2nc3ccccc3[nH]2)n1
Assay by compound	1	2	3	4	5	6	7	8	9	10
Luc counter	-2.0%	1.1%	-3.7%	-4.1%	1.6%	·	3.4%	2.7%	6.3%	0.0%
NPSR antag	-6.8%[46.1 µM]	-14.2%[46.1 µM]	3.2%	-21.0%[46.1 µM]	-18.1%[46.1 µM]	3.4%	-5.3%	14.2%	2.0%[46.1 µM]	-19.2%[46.1 µM]
HTT aggregate	-16.8%	11.2%	9.7%[9.22 µM]	8.3%	-18.7%	-3.7%[9.22 µM]	-0.5%	-3.8%[9.22 µM]	-2.2%	-30.7%
IMPase Li inh	4.2%[38.3 µM]	-1.5%	7.2%	51.2%[activator][38.3 µM]	2.9%[38.3 µM]	·	-2.6%	-6.8%	-3.9%	39.6%[activator][38.3 µM]
Epigenetic reg	0.0%	-0.9%	-4.3%	0.5%	-0.8%	0.0%	0.0%	-1.0%	0.0%	-2.1%
L3MBTL1 block	1.2%	-11.0%	-12.4%	·	-1.7%	4.5%	·	?	35.6%[activator]	5.2%[11.4 µM]
CBFb RUNX1 block	2.6%	-17.6%	-8.9%	-0.9%	-2.7%	9.7%	10.6%	?	10.1%	8.3%

# Retrieved by structure from above:
5) c1ccc(-c2nnc3ccc(N4CCCC4)nn23)cc1
9) CCOC(=O)C1=C(C)NC(=O)C1(NC(=O)c1cccnc1)C(F)(F)F (configuration not stated)
8) COc1ccc(C2=NN(C(=O)CCC(=O)O)C(c3cccs3)C2)cc1 (configuration not stated)
10) Cc1cc(Nc2ccccc2)n(-c2nc3ccccc3[nH]2)n1
Assay by compound	5	9	8	10
Luc counter	1.6%	6.3%	2.7%	0.0%
NPSR antag	-18.1%[46.1 µM]	2.0%[46.1 µM]	14.2%	-19.2%[46.1 µM]
HTT aggregate	-18.7%	-2.2%	-3.8%[9.22 µM]	-30.7%
IMPase Li inh	2.9%[38.3 µM]	-3.9%	-6.8%	39.6%[activator][38.3 µM]
Epigenetic reg	-0.8%	0.0%	-1.0%	-2.1%
L3MBTL1 block	-1.7%	35.6%[activator]	?	5.2%[11.4 µM]
CBFb RUNX1 block	-2.7%	10.1%	?	8.3%

# Further records follow.
11) COc1cc(/C=C/C2=CC(C)(C)NC(=S)N2)cc(OC)c1OC
12) CCOc1cc(C)cc2oc(=O)cc(-c3ccccc3)c12
13) COc1ccc2c(c1)c(=O)oc1cc(OCC(=O)N3CCC(C)CC3)ccc12
14) O=C(Nc1nccs1)C1C2CC3OC(=O)C1C3C2 (configuration not stated)
15) Cc1cc2c(cc1C)N(C(=O)CSc1nncn1C)C(C)(C)c1ssc(=S)c1-2
16) CC1=C(C(=O)c2ccccc2)C(c2cccc([N+](=O)[O-])c2)NC(=S)N1 (configuration not stated)
17) CC(=O)COc1ncn(-c2ccccc2)n1
18) O=C(CCn1c(=O)c2ccccc2n(CC(=O)NC2CCCC2)c1=O)NCCc1ccc(Cl)cc1
19) Cc1ccc2nc(SCc3nnc(-c4cccs4)o3)[nH]c2c1
20) CCC(C)[C@H](NC(=O)NC1CCCc2ccccc21)C(=O)OC (some centres not stated)
Assay by compound	11	12	13	14	15	16	17	18	19	20
Luc counter	0.4%	16.9%	1.0%	0.2%	1.6%	4.9%	-2.5%	-3.2%	-0.8%	·
NPSR antag	5.1%	-23.3%[46.1 µM]	-23.7%[46.1 µM]	-3.0%[46.1 µM]	-19.1%[46.1 µM]	-19.4%	0.5%[46.1 µM]	-3.2%[46.1 µM]	-7.0%[46.1 µM]	-14.2%
HTT aggregate	?	-6.7%	-10.3%	-19.1%	-2.9%	-3.3%	22.3%	-13.3%	6.8%[9.22 µM]	-20.8%[9.22 µM]
IMPase Li inh	-2.6%	54.4%[activator][38.3 µM]	25.1%[38.3 µM]	25.5%[38.3 µM]	12.5%	11.4%	-0.4%[38.3 µM]	26.5%[38.3 µM]	19.0%[38.3 µM]	·
Epigenetic reg	-1.0%	-1.0%	-1.9%	0.0%	-10.0%	-1.9%	0.4%	-1.0%	8.0%	-2.4%
L3MBTL1 block	-10.8%	·	?	9.5%	-27.6%	-19.1%	4.8%	·	2.6%	·
CBFb RUNX1 block	-1.2%	20.4%	-30.0%	2.8%	·	-14.7%	0.9%	6.9%	2.5%	6.1%

21) C=C(CC1([C@@H](NP(=O)(c2ccccc2)c2ccccc2)[C@H]2C[C@@H]2CCCC)CC1)c1ccccc1
22) O=C(N/N=C/c1c[nH]c2ccccc12)C1COc2ccccc2O1 (configuration not stated)
23) COc1ccc(-c2cn3cccnc3n2)cc1NC(=O)c1cc(OC)c(OC)c(OC)c1
24) Cc1ccc(C(C)C)c(OCC(=O)Nc2ccc(N3CCN(S(C)(=O)=O)CC3)cc2)c1
25) CCN(C(=O)Cn1c(=O)n(Cc2ccccc2)c(=O)c2ccccc21)c1cccc(C)c1
26) CC(=O)Nc1ccc2nc(NC(=O)COc3ccc([N+](=O)[O-])cc3)sc2c1
27) CCOc1ccc(C2/C(=C(/O)c3ccc(OC)cc3)C(=O)C(=O)N2c2cc(C)on2)cc1OC (configuration not stated)
28) CC1CCc2cc(F)ccc2N1C(=O)c1ccc2c(c1)OCO2 (configuration not stated)
29) CC(C)Oc1cccc(C(=O)C2CCCN(Cc3cnc(N4CCOCC4)s3)C2)c1 (configuration not stated)
30) O=C(O)Cc1csc(NC(=O)c2ccco2)n1
Assay by compound	21	22	23	24	25	26	27	28	29	30
Luc counter	-0.9%&1.1%	2.5%	2.9%	-1.2%	-6.6%	-5.5%	-3.0%	0.6%	3.4%	15.5%
NPSR antag	?	-11.7%[46.1 µM]	8.4%	-0.5%[46.1 µM]	?	1.8%	-11.1%[46.1 µM]	-20.2%[46.1 µM]	8.1%	-1.0%[46.1 µM]
HTT aggregate	?	-7.8%	-6.1%	13.4%	4.3%	11.7%[9.22 µM]	22.6%	-7.0%	-3.9%[9.22 µM]	3.8%
IMPase Li inh	22.0%&32.5%	18.6%	-7.0%	15.1%[38.3 µM]	34.0%[activator][38.3 µM]	-5.4%	?	36.7%[activator][38.3 µM]	19.3%	24.5%[38.3 µM]
Epigenetic reg	4.1%&7.8%	5.7%	-1.4%	-2.1%	0.1%	-4.3%	-0.2%	-2.1%	3.0%	-2.0%
L3MBTL1 block	1.7%	2.4%	-21.5%	-14.8%[11.4 µM]	·	-10.5%	·	34.3%[activator][11.4 µM]	-19.0%	·
CBFb RUNX1 block	1.1%[2.36 µM]	-3.1%	0.3%	7.9%	6.0%	1.9%	-4.3%	7.3%	1.9%	-3.1%

31) O=C(OCC1COc2ccccc2O1)c1ccccc1F (configuration not stated)
32) C=C1C2CC[C@]3(CCC4[C@@]5(C)CCC[C@@]4(CN(CCO)C5)[C@@H]3C2)[C@@H]1O (some centres not stated)
33) Cc1ccc(N2C(=O)N(C(C)C)C(C)(C)CC2(C)O)cc1 (configuration not stated)
34) Cc1cccc(NC(=S)NCCCN2CCOCC2)c1
35) N#C/C(=C\c1ccc(F)cc1)c1nc(-c2ccco2)cs1
36) COc1ccc(N2C(=O)CN=C2Nc2nc(C)cc(C)n2)cc1
37) CCC1(C)CC2(CCCN(CCC(=O)c3ccccc3)C2)CCO1 (configuration not stated)
38) COc1ccc(-n2ccnc2SCC(=O)NC2CCCC2)c(OC)c1
39) O=C(Cn1ncc2c(=O)oc3ccccc3c21)N1CCC(N2CCCCC2)CC1
40) CC(C)C(=O)Nc1ccc(N2CCCC2)c(Cl)c1
Assay by compound	31	32	33	34	35	36	37	38	39	40
Luc counter	-6.2%	1.5%	·	-1.7%	-2.0%	1.4%	3.8%	0.4%	0.8%	0.0%
NPSR antag	-7.7%[46.1 µM]	·	-20.7%	7.0%	-12.5%	-2.9%[46.1 µM]	17.8%	-5.3%	?	1.6%
HTT aggregate	-5.4%	·	-4.4%[9.22 µM]	9.3%	?	-17.9%	-1.1%	17.7%	-11.2%	-6.6%
IMPase Li inh	-22.3%[38.3 µM]	5.3%	·	-4.4%	9.7%	-0.8%[38.3 µM]	14.9%	4.2%	27.8%[38.3 µM]	0.7%
Epigenetic reg	-1.7%	-0.1%	-1.8%	-0.9%	?	-0.8%	?	-2.3%	-0.8%	0.0%
L3MBTL1 block	43.7%[activator]	·	4.6%	5.8%	-1.4%	-0.7%	-16.1%	11.3%	1.0%	-28.2%
CBFb RUNX1 block	12.6%	-8.4%	-1.7%	7.7%	8.1%	-24.7%	12.6%	-5.0%	4.3%	1.2%

41) CC(C)C[C@H](NC(=O)Nc1ccc(S(N)(=O)=O)cc1)C(=O)O
42) O=C(CCCc1c[nH]c2ccccc12)N1CCCCCC1
43) COc1cc(NC(=O)COc2ccccc2)c(OC)cc1NC(C)=O
44) O=c1cc(C(F)(F)F)[nH]c2ccccc12
45) CC1CCCN(Cc2nc3c(c(=O)n(C)c(=O)n3C)n2Cc2c(F)cccc2Cl)C1 (configuration not stated)
Assay by compound	41	42	43	44	45
Luc counter	-0.8%	·	3.3%	·	-6.5%
NPSR antag	8.1%[46.1 µM]	2.9%[46.1 µM]	1.3%	-0.3%[7.67 µM]	-14.0%[46.1 µM]
HTT aggregate	5.5%	8.0%	·	-13.8%[9.22 µM]	-4.0%
IMPase Li inh	2.6%[38.3 µM]	·	-7.8%	·	41.4%[38.3 µM]
Epigenetic reg	-0.7%	0.3%	-0.1%	1.1%	-1.0%
L3MBTL1 block	-6.0%	-6.0%	-10.6%	-0.1%	29.2%
CBFb RUNX1 block	-3.7%	-0.6%	4.4%	8.5%	8.5%

# From PubChem
